Source: PubChem
Abeta rescue: qHTS for compounds that reverse cellular toxicity of Amyloid beta (A-beta) peptide in yeast: Primary Screen. yeast expressing A-beta42, growth rescue, OD600, 48 h; response scale: 0% DMSO, 100% iron-clioquinol control. Potency, µM (top dose mostly 46.1 µM), for inactives: at the top dose growth rescue, actives largely listed as activators. 0.063% of 410,000 active. AID 1347071, 2019; note: potency is the fitted concentration of half-maximal effect; nearly all actives have a fitted effect of over 55% in size
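Growth rescue measured by 600 nm absorbance after 48 h yeast culture at 30 C with compound. Values normalized between DMSO and an equimolar ferric chloride plus clioquinol control.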
aSyn rescue: qHTS of alpha-syn Inhibitors; Potency, µM (titrated, usually from 46.1 µM), without a hit: at the highest dose growth rescue (activation), usual class: activators; AID 652106, 2013; Yeast expressing alpha-synuclein, growth rescue, BacTiter-Glo, 24 h; 0.14% of 370,000 active; note: potency is the fitted concentration of half-maximal effect; % of control where 0% means no effect; nearly all actives have a fitted effect of over 65% in size
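Screening used galactose-induced yeast with toxic alpha-synuclein levels, exposed to compound for 24 hr at 30 deg C. Cell growth, read with BacTiter-Glo luminescence, gave the measured signal.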
TDP-43 yeast inh: qHTS of TDP-43 Inhibitors. AID 652104, 2013. 1.8% of 410,000 active. Potency, µM (series often up to 46.1 µM), for the others: top-dose growth rescue (activation), most hits filed as activators. TDP-43 expressing yeast growth rescue, BacTiter-Glo, 24 h; note: potency is the fitted concentration of half-maximal effect; % of control where 0% means no effect; nearly all actives have a fitted effect of over 50% in size
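Galactose-induced TDP-43 yeast, OD600=0.02, compound pinned; 24 hr, 30 deg C; BacTiter-Glo luminescence for growth. Inhibitors of TDP-43 toxicity read as activators.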
D3 antag: qHTS of D3 Dopamine Receptor Antagonist: qHTS; D(3) dopamine receptor (Homo sapiens), P35462; D3R cells, DiscoveRx beta-arrestin luminescence, antagonist mode; active compounds read low; max response, negative = inhibition, %; 2.5% of 360,000 active; in the data active = max response below about -50%; inconclusive = no clear call, values can overlap the other calls; note: % is set by controls: 0 for no effect and ±100 for the full control effect; mostly tested at two doses, the higher about 12 µM
Target sequence (P35462 whole entry, looked up): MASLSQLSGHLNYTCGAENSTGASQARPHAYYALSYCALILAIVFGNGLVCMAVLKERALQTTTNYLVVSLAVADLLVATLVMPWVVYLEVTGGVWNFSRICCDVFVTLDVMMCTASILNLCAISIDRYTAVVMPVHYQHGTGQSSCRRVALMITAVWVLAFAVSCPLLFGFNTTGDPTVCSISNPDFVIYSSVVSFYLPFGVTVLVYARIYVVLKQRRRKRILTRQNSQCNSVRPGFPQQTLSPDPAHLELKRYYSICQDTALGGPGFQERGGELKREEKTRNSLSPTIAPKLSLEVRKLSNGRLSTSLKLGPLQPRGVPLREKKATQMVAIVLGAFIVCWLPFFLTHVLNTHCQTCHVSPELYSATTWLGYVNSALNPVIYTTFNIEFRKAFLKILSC
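Cells plated overnight at 1500 cells/well, then exposed to library compounds with dopamine controls for 90 minutes at 37 degrees C. DiscoveRx reagent added for 30–60 minutes at room temperature; luminescence read, quantitative HTS format.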
FUS suppressor: qHTS for Suppressors of FUS Proteinopathy: Primary screen using FUS-linked yeast assay; S. cerevisiae FUS-expressing, growth rescue, OD600, 24 h; Potency, µM (top dose mostly 76.6 µM), inactives show top-dose growth rescue (activation), most hits filed as activators; 0.24% of 390,000 active;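 note: potency is the fitted concentration of half-maximal effect; plate controls were DMSO vehicle for no effect and reference control for full effect; nearly all actives have a fitted effect of over 55% in size; some results filed as inactive show a strong effect at the top dose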
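Absorbance at 600 nm, taken 24hr after compound addition, measured rescue of FUS-yeast growth at 30C. Induction used 2% galactose with seeding at OD 0.005. Controls: CP55940 from 92uM final, DMSO only.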
GLP1R inv ag: qHTS of GLP-1 Receptor Inverse Agonists (Inhibition Mode); Glucagon-like peptide 1 receptor (Homo sapiens), P43220; HEK293 GLP-1R CRE-luciferase, luminescence, 24 h; GLP-1R form is constitutively active; Potency, µM (titrated, usually from 38.3 µM), without a hit: top-dose activity change, negative = inhibition, most hits filed as inhibitors; 1.6% of 410,000 active; note: potency is the fitted concentration of half-maximal effect; % is set by controls: 0 for no effect and ±100 for the full control effect; nearly all actives have a fitted effect of over 55% in size
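Readout was luciferase luminescence, measured 12 min after detection reagent at room temperature. Beforehand, GLP-1R reporter HEK293 cells had sat 12 h, then received compounds for 24 hr at 37 deg C.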
pAkt inh: HTS Assay for Inhibitors of Akt Phophorylation: Primary Screen. Neuro2A IGF-stimulated pAkt S473 HTRF, 20 min; active compounds read low. 0.32% of 360,000 active. activity change, % for hits at 50 µM; in the data active = activity change below about -80%; inconclusive = mostly about -51% to -80%; note: % is set by controls: 0 for no effect and ±100 for the full control effect
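Neuro2A cells (4,500/well, DMEM with 0.5% FBS) were treated with compound at a single 50 µM final concentration, stimulated with 6 nM IGF for 20 min at 37 °C, and lysed. Phospho-Akt Ser473 was read by HTRF as 665/615 ratio ×10^4.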
GLP-1R agonist: qHTS of GLP-1 Receptor Agonists. Glucagon-like peptide 1 receptor (Homo sapiens), P43220. HEK293 GLP-1R CRE-luciferase, luminescence, 4-6 h; cells express a hypersensitive GLP-1R form. Potency, µM (top dose mostly 45.6 µM), for inactives: at the top dose activation, most hits filed as activators. 0.007% of 380,000 active. AID 624172, 2012; note: potency is the fitted concentration of half-maximal effect; % of control where 0% means no effect
PTHR1 ag: qHTS for PTHR1 Agonists: Primary Screen; 0.075% of 410,000 active; Parathyroid hormone/parathyroid hormone-related peptide receptor (Homo sapiens), Q03431; HEK293 GP2 PTHR1 cells, GloSensor cAMP luminescence, 1 h; Potency, µM (series often up to 115 µM), for the others: at the top dose activation, actives largely listed as activators; note: potency is the fitted concentration of half-maximal effect; nearly all actives have a fitted effect of over 55% in size; some results filed as inactive show a strong effect at the top dose; inactives centre near -15; many of its hits are not listed in these tables
Target sequence (Q03431 whole entry, looked up): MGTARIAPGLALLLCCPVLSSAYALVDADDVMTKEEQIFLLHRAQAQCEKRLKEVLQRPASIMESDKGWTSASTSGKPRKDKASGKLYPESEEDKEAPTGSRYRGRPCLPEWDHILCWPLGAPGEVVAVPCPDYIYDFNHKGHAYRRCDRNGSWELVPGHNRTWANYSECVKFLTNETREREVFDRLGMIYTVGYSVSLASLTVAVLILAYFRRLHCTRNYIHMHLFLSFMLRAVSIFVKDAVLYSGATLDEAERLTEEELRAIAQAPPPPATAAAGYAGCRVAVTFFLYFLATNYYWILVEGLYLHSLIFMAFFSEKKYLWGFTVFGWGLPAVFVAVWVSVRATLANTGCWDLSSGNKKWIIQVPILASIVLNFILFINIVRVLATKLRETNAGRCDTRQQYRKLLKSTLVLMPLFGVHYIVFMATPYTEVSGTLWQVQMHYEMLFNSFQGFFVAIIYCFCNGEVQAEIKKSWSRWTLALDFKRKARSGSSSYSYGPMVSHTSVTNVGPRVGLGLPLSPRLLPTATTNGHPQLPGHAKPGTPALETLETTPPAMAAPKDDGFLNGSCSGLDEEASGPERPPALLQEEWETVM
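HEK-293-derived GP2 cells expressing PTHR1 and a GloSensor cAMP reporter, 3,000/well, plated overnight, given luciferin plus IBMX (each 0.5 mM as added) for 1 h at 37 °C, then compound for 1 h at 37 °C. Luminescence was read after 15 min at room temperature.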
The depositor's hits bear a star; i = inactive; ? = inconclusive; · = not tested or not shown; [ ] = dose if it differs, or a comment. Unless noted, calls come from the whole dose curve; as a rule, active = well fitted curve in the direction sought with a large enough effect; inconclusive = small, poorly fitted or top-dose-only effect, or another doubt; inactive = no such curve, though single readings can be large; an effect the other way counts as inactive or inconclusive. Some of the compounds tested; count on the stated rates, not on these rows.

SMILES | Abeta rescue | aSyn rescue | TDP-43 yeast inh | D3 antag | FUS suppressor | GLP1R inv ag | pAkt inh | GLP-1R agonist | PTHR1 ag
CCc1ccc(C(=O)NC(C(=O)NCC2CCCO2)C(C)C)cc1 (stereo unspecified) | -8.3% | -22.5% | -18.3% | -87.8* | -9.2% | -15.0% | i | 7.7% | 9.1%
CCOC(=O)/C=C1\SCC(=O)N1CC(=O)Nc1ccc(OC)c(OC)c1 | 8.4% | -3.4% | 10.8% | -18.7 | 15.1% | 0.6% | i | -0.6% | i
O=C(O)c1ccccc1C(=O)O | -16.0% | 0.0% | 17.6% | -14.8 | -34.6% | 5.6% | i | -2.2% | 0.0%
Cc1cccc(SCc2noc(C(=O)NCC3CCCO3)c2C(=O)O)c1 (stereo unspecified) | 3.5% | -5.4% | 16.7% | 22.4 | -27.0% | -5.7% | i | -0.9% | -4.0%
CC(=O)c1ccc(NC(=S)NC(=O)Cc2ccc(Cl)cc2)cc1 | 5.8% | 12.1% | -10.4% | -12.7 | 3.2% | 17.5% | i | 6.4% | i
O=C(NN=C(Cc1ccccc1)Cc1ccccc1)c1ccccc1O | -16.7% | -7.8% | -4.8% | 3.5 | 7.4% | -23.0% | i | 7.8% | -24.4%
CC(=O)c1cccc(NC(=O)c2nc3ccccc3nc2N2CCCCC2)c1 | 3.6% | · | ? | · | 43.6% | -16.2% | · | · | i
c1ccc(Sc2cnc3ccccc3n2)cc1 | -2.4% | -2.3% | 7.9% | -13.6 | 17.5% | 12.1% | i | 24.8% | -30.4%[inhibitor][57.5 µM]
COc1ccccc1CNC(=O)[C@@H]1CCCN1C(=O)[C@@H]1Cc2ccccc2CN1C(=O)OC(C)(C)C | 10.1% | 0.6% | -8.8% | -16.0 | -1.4% | -25.1% | i | 1.1% | i
COC(=O)c1c(C)nsc1NC(=O)Oc1ccccc1 | -3.2% | 0.6% | ? | -8.2 | 5.6% | 10.5% | i | 2.1% | -15.1%
COc1cc(NC(=O)CN2CCN(C(=O)C3CCCO3)CC2)c(OC)cc1Cl (stereo unspecified) | -18.9% | -1.8% | 11.6% | -14.0 | · | 1.4% | i | -11.1% | -37.0%[inhibitor]
N#CCCSc1nc(N2CCOCC2)c2c(c1C#N)CCCC2 | -18.6% | 14.9% | 17.8µM* | 22.9 | 15.2% | 36.2% | i | 22.1% | i
Cn1cc([N+](=O)[O-])c(C(=O)N2CCCCCC2)n1 | -8.0% | -5.3% | -0.6% | -11.4 | 14.5% | 0.2% | i | -1.3% | -12.0%
N#Cc1ccc(CN2CCN(C(=O)c3cc(C4CC4)nn3-c3ccccc3)CC2)cc1 | -21.8% | -2.9% | -7.0% | -1.1 | -4.3% | ? | i | 12.3% | -32.7%[inhibitor]
COC(=O)c1ccc(N2C(c3cc(OC)cc(OC)c3)=Cc3ccc(-c4cccnc4)cc3C2CC(=O)C2CC2)cc1 (stereo unspecified) | -2.4% | -0.8% | 27.2% | 12.8 | ? | -27.2% | i | -4.2% | -24.6%
O=C(COC(=O)c1ccc2ncsc2c1)Nc1cc(Cl)ccc1F | -0.8% | -2.6% | 14.1µM* | 5.8 | 28.7% | 10.6% | i | -1.0% | -19.1%
Cc1ccc(Cn2nnc3c(=O)[nH]c(C4CCCN(C(=O)Nc5ccc(F)cc5)C4)nc32)cc1 (stereo unspecified) | -1.9% | 3.3% | -23.2% | 25.0 | 35.9% | ? | i | -10.7% | i
CCOC(=O)N/N=C/c1c(F)cccc1F | 14.4% | 0.4% | -28.1% | 10.0 | · | 1.0% | i | -0.5% | i
COc1cccc(NC(=O)CN2C(=O)c3cccc4cccc2c34)c1 | -10.4% | · | 24.3% | · | 23.6% | -6.6% | · | · | i
COc1ccc(-c2cc(C(=O)NCC3CCCO3)c3cc(C)ccc3n2)cc1 (stereo unspecified) | -30.4%[inhibitor] | -9.1% | -7.4% | 8.6 | 5.6% | -16.9% | i | 18.7% | -18.1%
N#Cc1nc(Cc2ccccc2)oc1N1CCC(C(N)=O)CC1 | 11.7% | -12.5% | 2.9% | -10.0 | -6.6% | 9.0% | · | 2.8% | -5.2%[57.5 µM]
Cc1ccc(S(=O)(=O)N2CCN(c3ccc([N+](=O)[O-])c(NCCN4CCOCC4)c3)CC2)cc1 | 9.1% | -0.9% | 11.4% | -17.2 | · | 0.0% | i | 7.1% | i
COc1cc(-c2cc(=O)c3c(O)cc(O)cc3o2)ccc1O | -14.8% | -1.3% | 23.6% | 24.3 | -6.5% | 16.1% | i | -3.4% | -34.8%
CC(=O)N1CCN(Cc2nc3cc(NC(=O)c4ccccc4Cl)ccc3n2C)CC1 | -9.2% | 3.1% | -2.1% | 8.7 | 2.1% | 3.5% | i | 5.4% | -11.1%
O=C(NNC(=O)c1cc(OCC(F)(F)F)ccc1OCC(F)(F)F)c1cccc(C(F)(F)F)c1 | 3.5%[9.22 µM] | 11.2% | 14.5% | -23.4 | -33.5% | ? | i | -17.4% | i
(cont.)
SMILES | Abeta rescue | aSyn rescue | TDP-43 yeast inh | D3 antag | FUS suppressor | GLP1R inv ag | pAkt inh | GLP-1R agonist | PTHR1 ag
CCN(CC(=O)Nc1cc(C)on1)CC(=O)Nc1ccccc1C(F)(F)F | -13.2% | 3.2% | 0.2% | 0.0 | · | -4.7% | i | -22.9% | i
O=C(O)CC(NCc1ccco1)C(=O)Nc1cccc(O)c1 (stereo unspecified) | -2.8% | -7.0% | 8.3% | 2.1 | 0.6% | 24.4% | i | 4.3% | -8.2%
Cc1ccc(CNC(=O)CN2C(=O)CCc3cc(S(=O)(=O)N4CCCCC4)ccc32)cc1 | -24.7% | · | -28.4% | · | -4.3% | -0.1% | · | · | -5.4%
Cc1ccc(S(=O)(=O)N2CCC(=O)N([C@H](COCc3ccc(Cl)c(Cl)c3)Cc3ccccc3)CC2)cc1 | 12.1% | 1.1% | 12.7% | 1.7 | 4.7% | 5.7% | i | 4.2% | -30.6%[inhibitor]
O=c1cc(O)n(-c2ccccc2F)c(=S)[nH]1 | 36.9% | 4.3% | -9.3% | -4.1 | 24.4% | -1.6% | · | 0.6% | 18.3%[57.5 µM]
Cn1c(=O)c2[nH]c(SCCN)nc2n(C)c1=S | -4.6% | 4.2% | -6.3% | -2.7 | · | 15.4% | i | -9.0% | i
COc1ccc(NC(=S)NNC(=O)COc2ccc(Cl)cc2Cl)cc1 | 8.4% | -0.2% | 15.7% | -16.5 | 16.2% | -0.7% | i | 0.0% | -31.0%[inhibitor]
CCCn1cc(S(=O)(=O)c2ccc(OC)cc2)c(=O)c2cc(OC)ccc21 | 4.8% | 1.3% | -3.5% | -8.5 | 6.7% | 43.6%[activator] | i | 24.6% | i
O=C(NCCOCc1ccc(Cl)cc1)c1ncn[nH]1 | -18.9% | -13.6% | -16.2% | -20.4 | · | 11.7% | i | 0.0% | 10.4%
Cc1nn(CC(=O)N2CCCC2)c(=O)c2cc3cc(F)ccc3n12 | -11.5% | 1.7% | -9.6% | 12.0 | -6.2% | 19.9% | i | 0.4% | i
CCOc1ccccc1NC(=O)C1CCN(S(=O)(=O)c2ccccc2)CC1 | 17.2% | · | 0.0% | · | 12.3% | 0.7% | · | · | -5.5%
COc1ccc(N(Cc2ccccc2)C(=O)c2ccccc2[N+](=O)[O-])cc1 | 11.9% | ? | 0.0% | -2.2 | · | ? | i | -1.9% | -30.1%[inhibitor]
COc1ccc2c(c1)CC1c3c(cc4c(c3-2)OCO4)CC[N+]1(C)[O-] (stereo unspecified) | -11.9% | -1.7% | -14.8% | 12.2 | 8.1% | 10.0% | i | -0.1% | i
O=C1NC2(CCCCC2)C(=O)N1CCN1C(=O)c2ccccc2C1=O | -2.5% | -4.8% | -0.8% | 2.2 | -29.0% | 2.8% | i | 21.2% | -10.7%
Cc1ccccc1S(=O)(=O)N1C[C@H]2CON(C)[C@H]2C[C@H]1c1cccc(N2CCOCC2)c1 | -18.5% | 12.2% | -6.2% | ? | -0.2% | 0.1% | i | -2.5% | -19.8%
COc1ccc(NC(C)C(=O)Nc2cccc(S(=O)(=O)N3CCOCC3)c2)cc1OC (stereo unspecified) | 1.8% | -4.1%[1.84 µM] | 8.2% | 3.0 | 24.0% | -0.3% | i | -7.6% | -66.1%[inhibitor]
c1ccc(CNc2ccc3c(c2)ncn3C2CCCCC2)nc1 | 12.2% | -0.2% | -2.9% | -6.9 | 0.8% | 23.0% | i | 10.7% | -23.3%
COc1cc(-c2nc(CN(C)Cc3nnc(C)o3)c(C)o2)ccc1F | 7.6% | -0.8% | -0.9% | -0.7 | -12.4% | -20.8% | i | 1.8% | i

One compound at a time (already shown):
`O=C1NC2(CCCCC2)C(=O)N1CCN1C(=O)c2ccccc2C1=O` is listed as Abeta rescue = -2.5%; aSyn rescue = -4.8%; TDP-43 yeast inh = -0.8%; D3 antag = 2.2; FUS suppressor = -29.0%; GLP1R inv ag = 2.8%; pAkt inh = i; GLP-1R agonist = 21.2%; PTHR1 ag = -10.7%
`O=C(O)CC(NCc1ccco1)C(=O)Nc1cccc(O)c1` (stereo unspecified) is listed as Abeta rescue = -2.8%; aSyn rescue = -7.0%; TDP-43 yeast inh = 8.3%; D3 antag = 2.1; FUS suppressor = 0.6%; GLP1R inv ag = 24.4%; pAkt inh = i; GLP-1R agonist = 4.3%; PTHR1 ag = -8.2%
